TNAP inh pNP = human TNAP enzyme inhibitors, primary screen, biochemical, colorimetric, p-nitrophenol readout; Alkaline phosphatase, tissue-nonspecific isozyme (Homo sapiens), P05186; purified TNAP, pNPP hydrolysis, absorbance 405 nm; inhibition, % at 20 µM; 21,000 tested, under 10 active;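 note: 0% = DMSO only wells and 100% = 1 mM levamisole wells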
Target sequence (P05186 whole entry, looked up): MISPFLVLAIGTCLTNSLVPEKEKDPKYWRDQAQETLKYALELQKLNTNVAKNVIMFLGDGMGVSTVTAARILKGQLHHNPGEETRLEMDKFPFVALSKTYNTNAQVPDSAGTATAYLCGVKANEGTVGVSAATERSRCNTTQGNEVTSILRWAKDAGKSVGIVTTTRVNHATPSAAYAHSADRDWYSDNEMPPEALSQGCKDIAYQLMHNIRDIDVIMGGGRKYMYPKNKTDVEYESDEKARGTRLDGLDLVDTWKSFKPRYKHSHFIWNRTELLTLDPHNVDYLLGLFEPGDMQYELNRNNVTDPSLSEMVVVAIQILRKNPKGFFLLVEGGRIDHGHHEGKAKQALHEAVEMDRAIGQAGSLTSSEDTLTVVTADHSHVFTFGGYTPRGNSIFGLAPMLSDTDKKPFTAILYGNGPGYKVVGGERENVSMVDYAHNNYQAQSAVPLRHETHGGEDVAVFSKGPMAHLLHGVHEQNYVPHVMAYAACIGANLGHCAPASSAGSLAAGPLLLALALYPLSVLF
TNAP inh Pi = human TNAP enzyme inhibitors, primary screen, biochemical, colorimetric, phosphate release readout; Alkaline phosphatase, tissue-nonspecific isozyme (Homo sapiens), P05186; purified TNAP, pNPP, malachite green phosphate absorbance; inhibition, % at 20 µM; 21,000 tested, under 10 active
The depositor's hits bear a star.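 Rule for the calls: active = inhibition above 50% at the 20 µM single-dose screen; inactive = the rest.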

SMILES | TNAP inh pNP | TNAP inh Pi
CCC1CC2(C)NC(=O)c3c(sc4c3CC(C)(C)OC4)N2C1=O (configuration not stated) | 11 | 14
CCN1CCCC1CN(Cc1cc2cc(C)cc(C)c2[nH]c1=O)C(=O)Nc1ccccc1OC (configuration not stated) | -6 | 2
COc1cccc2[nH]c3c(N4CCN(Cc5ccc6c(c5)OCO6)CC4)ncnc3c12 | -2 | 8
Nc1ccc2oc(-c3cccc4ccccc34)nc2c1 | 8 | -4
CCc1ccccc1N1CC(C(=O)O)CC1=O (configuration not stated) | 4 | 14
COc1ccc(C(=O)OCc2cc3cccc(C)c3[nH]c2=O)cc1 | 0 | 8
Clc1cccc(NCc2nnc(SCc3ccccc3)o2)c1 | 6 | -4
CC(=O)Oc1oc(-c2ccccc2)nc1/C=N/c1ccccn1 | 0 | 0
NC(=O)c1ccccc1N/C=C/C(=O)c1ccco1 | -1 | 11
COc1ccc(NCCNc2ccc(OC)cc2)cc1 | 4 | -10
Cc1ccc(N(O)C(=O)OCCNC(=O)Nc2ccccc2)cc1 | 6 | 13
CCOc1cccc(N2C(=O)CC(NCc3ccc(S(N)(=O)=O)cc3)C2=O)c1 (configuration not stated) | 2 | 10

Exported with each value named: part of the list above
> CCc1ccccc1N1CC(C(=O)O)CC1=O (configuration not stated)
  TNAP inh pNP = 4 | TNAP inh Pi = 14

> COc1ccc(C(=O)OCc2cc3cccc(C)c3[nH]c2=O)cc1
  TNAP inh pNP = 0 | TNAP inh Pi = 8

> Clc1cccc(NCc2nnc(SCc3ccccc3)o2)c1
  TNAP inh pNP = 6 | TNAP inh Pi = -4

Reformatted with two lines to a compound: two of the compounds above.
Order of values – TNAP inh pNP, TNAP inh Pi
CCc1ccccc1N1CC(C(=O)O)CC1=O (configuration not stated)
  4, 14
Cc1ccc(N(O)C(=O)OCCNC(=O)Nc2ccccc2)cc1
  6, 13

The list goes on:
SMILES | TNAP inh pNP | TNAP inh Pi
CC(C)(C)Nc1c(N)c(=O)oc2ccccc12 | 1 | 6
CCNc1c(N)c(=O)oc2ccccc12 | 3 | 10
Cc1cc(C)nc(CC(N)=O)n1 | 4 | 8
COc1cc2c(C#N)c(N3CCCCC3)nc(N)c2c(N)n1 | 6 | -4
O=C(Nc1ccc(F)cc1)N1CCOCC1 | 3 | 19
Cc1cc(C)nc(N2CCC(C(=O)NCCc3ccccc3)CC2)n1 | 0 | -2
COc1ccc2[nH]c(=O)c(CN(C)C(=O)C3CCCCC3)cc2c1 | -8 | 0
C(=N\c1nccs1)/c1c[nH]c2ccccc12 | 5 | 18
COc1ccc(-n2c(C)c(C(C)=O)c3cc(O)ccc32)cc1 | -1 | -4
Cc1ccc(-c2nnn(CC(=O)N3CCN(c4nc5ccccc5s4)CC3)n2)cc1 | 0 | 9
COc1cc2nc(CN3CCN(c4ncc(C(F)(F)F)cc4Cl)CC3)[nH]c(=O)c2cc1OC | 2 | 7
CCc1cc2c(=O)c(-c3cscn3)coc2c(CN(C)C)c1O | 6 | 0
C/C(=N\O)c1ccc2[nH]ccc2c1 | 2 | 4
C=CCNS(=O)(=O)c1ccc(OC)c(C)c1 | 0 | 14
Cc1noc(C)c1COC(=O)Cc1ccc(Cl)c(Cl)c1 | 5 | 10
O=C1C2C(C(=O)N1Cc1ccco1)C1C=CC2C12CC2 (configuration not stated) | 1 | 6
CC1CCCN(CC(O)COc2ccc(Cl)cc2)C1 (configuration not stated) | 3 | -6
OC[C@H]1O[C@@H](n2cnc3c(NC4CCCC4)ncnc32)[C@H](O)[C@@H]1O | 0 | 0
Cc1nnc(SCc2nc3ccccc3[nH]2)s1 | 3 | 7
COc1cccc(NC(=O)c2ccccc2SC)c1 | 0 | 3
Nc1c(-c2ccccc2)n[nH]c1-c1ccccc1 | 0 | 0
COC(=O)C1C2C=CC3(CN(Cc4ccco4)C(=O)C13)O2 (configuration not stated) | -2 | 9
CNC(=O)N(O)C1N(C)C(=O)N(CC(=O)OC)C1(C)C (configuration not stated) | 4 | 15
COc1ccc(C(=O)NCCNC(C)=O)cc1S(=O)(=O)NCc1ccc(Cl)cc1 | 5 | 18
CCOC(=O)c1cc(NC(=O)N2CCCCC2)c(C)nc1C | -5 | 4
O=C(NCC1CCCCC1)C1CCCN(C(=O)NC2CCCCC2)C1 (configuration not stated) | 4 | 13
Cc1cc(C(=O)CSc2nnc(-c3ccc(Cl)cc3)n2CC2CCCO2)c(C)n1C (configuration not stated) | 7 | 10
O=C1C=C(O)CC(c2ccc(Cl)cc2)C1 (configuration not stated) | 6 | 10
O=C(NCc1ccccn1)c1c(Cl)cccc1Cl | 3 | 5
CN(C)c1ccc(NC(=O)c2cccc(N3C(=O)CCC3=O)c2)cc1 | 2 | 4
CCCCC(c1nnnn1Cc1ccco1)N1CCN(c2nc3ccccc3s2)CC1 (configuration not stated) | 3 | 11
Nc1nonc1/C(=N/O)N1CCN(CCO)CC1 | 3 | 6
CSc1nsc(SCCN2C(=O)c3ccccc3C2=O)n1 | -1 | 4
CCOC(=O)C1CCN(CC(=O)Nc2c(C(=O)OC)[nH]c3cccc(C)c23)CC1 | 5 | -16
N#Cc1c(NC(=O)Cn2cnc3ccccc3c2=O)oc(-c2ccccc2)c1-c1ccccc1 | 3 | 16
CCn1c(Cc2ccc(OC)cc2)nnc1SCC(=O)NC1CCCCC1 | 5 | 7
COc1ccccc1CNCc1cc(OC)c(OC)cc1OC | 3 | -6
CC(=O)Nc1ccc(S(=O)(=O)N2CCN(C(=O)N3CCOCC3)CC2)cc1 | -2 | 4
O=C1c2ccccc2C(=O)N1CCc1nc(-c2ccccn2)no1 | -4 | -1
O=C(O)CCCCCN=C1CCc2ccccc2N1 | 4 | 8
Cc1ccc(C2/C(=C(\O)c3ccc4c(c3)OCCO4)C(=O)C(=O)N2CCCN(C)C)o1 (configuration not stated) | -6 | -3
CCOC(=O)C1(C)NC(c2ccc(OC)cc2OC)C2C(=O)N(c3cccc(OC)c3)C(=O)C21 (configuration not stated) | -6 | 5
CC(NC(=O)Nc1ncccn1)(C(F)(F)F)C(F)(F)F | -7 | -14
C=CCNc1nc(C)nc(OC)n1 | -3 | -3
CCCC(=O)C1=C(O)C(C(=O)OC)C(C)(C)CC1=NC (configuration not stated) | 0 | 2
O=C(Nc1ccc2oc(-c3ccccc3)nc2c1)c1cccnc1 | 2 | 9
CCCCCOc1ccc(NS(C)(=O)=O)cc1 | 0 | -2
C=C(C)Cn1c(-c2ccc(OC)cc2)nc2ccccc21 | 5 | 12
CCOC(=O)c1sc(/N=C/N(C)C)c(C(=O)OCC)c1C | 3 | 6
Nc1cnn(C2CCCO2)c(=O)n1 (configuration not stated) | 6 | 11
O=c1ccc(=O)n2n1CC(O)C2 | 3 | 9
CSc1nsc(SCc2cnc(C)nc2N)n1 | 2 | 4
CCOc1ccccc1-n1c(SCC(N)=O)nc2ccccc2c1=O | 0 | 7
CCOc1nc(SCCOc2ccccc2)nc(N(C)C)n1 | 0 | 0
O=C(Nc1nnc(-c2ccccc2)o1)NC1CCCCC1 | -5 | -4
O=C(O)C1C2C=CC3(O2)C1C(=O)N1c2ccccc2COC13 (configuration not stated) | -2 | 7
N#Cc1ccc(OCC(=O)NCCc2ccc(S(N)(=O)=O)cc2)cc1 | 0 | 11
Cc1cc(C)n2nc(SCC(=O)N(C(C)C)C(C)C)nc2n1 | 6 | 14
COc1ccccc1N1CCN(CC(=O)Nc2ccc(CN3CCCCC3)cc2)CC1 | 2 | 13
Clc1cccc(OCCn2cncn2)c1Cl | 2 | 15

(more compounds)
SMILES | TNAP inh pNP | TNAP inh Pi
COc1ccc(OC)c(C(=O)CC2OC(=O)c3ccccc32)c1 (configuration not stated) | 1 | 5
COc1cc(CSc2nnnn2-c2ccc(C)cc2)cc(OC)c1OC | 6 | 14
COc1ccc2c(c1)cc1n2CCN=C1N | 1 | 6
O=C1CCCN1CCCN1C(=O)N[C@@H](Cc2ccccc2)C1=O | -4 | -1
O=C(c1ccccc1Cl)N1CCN(c2ccccn2)CC1 | 0 | 9
Cn1c(CNc2ccc(Cl)cc2)nnc1SCc1ccccc1 | 6 | 12
Cc1ccc(N2C(=O)C(Cl)=C(NCCO)C2=O)c(C)c1 | 6 | 11
N#CCc1nc(CSc2nc3ccccc3o2)cs1 | 0 | 2
COc1ccc2[nH]cc(C(O)CN3CCN(c4ccccc4)CC3)c2c1 (configuration not stated) | 4 | 9
CC1CCCN(S(=O)(=O)c2ccc(NC(=O)c3cccc(-n4cnnn4)c3)cc2)C1 (configuration not stated) | 4 | -9
OCCN1CN=C(Nc2nc3ccccc3o2)NC1 | 2 | -9
O=S(=O)(NCCCO)c1ccc2c(c1)Cc1cc(S(=O)(=O)NCCCO)ccc1-2 | 4 | 2

Of the compounds above, these have a thiophene ring, fused or not:
SMILES | TNAP inh pNP | TNAP inh Pi
CCC1CC2(C)NC(=O)c3c(sc4c3CC(C)(C)OC4)N2C1=O (configuration not stated) | 11 | 14
CCOC(=O)c1sc(/N=C/N(C)C)c(C(=O)OCC)c1C | 3 | 6

Next records follow:
SMILES | TNAP inh pNP | TNAP inh Pi
COc1ccc(S(=O)(=O)Nc2cc(Cl)ccc2OC)cc1 | 6 | 10
CC(NS(=O)(=O)c1ccc(CCC(=O)N2CCN(C)CC2)cc1)c1ccccc1 (configuration not stated) | 6 | -18
CCOC(=O)C1=C(C)N(c2ccccc2)C(=O)C1CC(=O)O (configuration not stated) | 8 | 10
O=C(CN1CCN(c2ccc(F)cc2)CC1)Nc1ccc(-n2cnnn2)cc1 | 4 | 8
CCSCCNC(=O)c1cncc(Br)c1 | 8 | 11
COCCNC(=O)c1cc2sc3ccccc3c2s1 | 5 | 10
Cc1ccnc(NC(=O)CCC(=O)N(CC(=O)NCC2CCCO2)Cc2ccc(F)cc2)c1 (configuration not stated) | 4 | 16
c1cncc(-c2nn3c(Cn4nnc5ccccc54)nnc3s2)c1 | 2 | 9
COC(=O)c1c(-c2ccccc2)csc1NC(=O)c1ccco1 | 1 | -2
c1coc(CNc2ncnc3c2oc2ccccc23)c1 | 5 | 4
CCC(C)Nc1nc(SC(C(C)=O)C(C)=O)nc(N(C)C)n1 (configuration not stated) | 2 | 6
COC(=O)c1ccc(O)c(Sc2cc(C(=O)OC)ccc2O)c1 | 0 | 0

Fetched by compound from above:
SMILES | TNAP inh pNP | TNAP inh Pi
COC(=O)c1ccc(O)c(Sc2cc(C(=O)OC)ccc2O)c1 | 0 | 0
CCC(C)Nc1nc(SC(C(C)=O)C(C)=O)nc(N(C)C)n1 (configuration not stated) | 2 | 6
c1cncc(-c2nn3c(Cn4nnc5ccccc54)nnc3s2)c1 | 2 | 9
COC(=O)c1c(-c2ccccc2)csc1NC(=O)c1ccco1 | 1 | -2

Next results
SMILES | TNAP inh pNP | TNAP inh Pi
O=C(CSc1nc(Nc2ccccc2)nc(N2CCOCC2)n1)Nc1ccc2c(c1)OCCO2 | 9 | 4
O=C(CSc1ccc(-c2nc3ccccc3[nH]2)cn1)N1CCN(C(=O)c2ccco2)CC1 | -2 | 8
CCOc1ccccc1NS(=O)(=O)c1cccs1 | 1 | -21
CC(=O)Nc1ccc(S(=O)(=O)N2CCCc3ccccc32)cc1 | 7 | 1
Cc1cc(C)n(C(=O)c2cc3sccc3[nH]2)n1 | 2 | 5
COc1cc2cc3c(N)c(C(=O)NCc4ccco4)sc3nc2cc1OC | 7 | 26
CCN(CC)CCOC(=O)c1c(C)oc2ccc(OC)cc12 | 4 | 3
CC(C)(C)OC(=O)N1CCCC1C(=O)NCCc1ccccc1 (configuration not stated) | 3 | 5
CC(C)(C)c1ccc(OCC(=O)NCc2ccco2)cc1 | -7 | 2
COc1ccc(-c2nc(C#N)c(N3CCCCCC3)o2)cc1OC | -1 | 4
CCCc1nc2oc3c(N4CCNCC4)ncnc3c2c2c1CCCC2 | 5 | 5
COc1ccccc1NC(=O)CC1C(=O)Nc2c1c(=O)n(C)c(=O)n2C (configuration not stated) | 6 | -2
COc1ccc(C2C=C(c3ccc(Cl)cc3)Nc3nc(NC(C)=O)nn32)cc1 (configuration not stated) | 6 | 11
CCOC(=O)c1cnc(SCC(=O)N2CCc3ccccc32)nc1N | 8 | 12
CCCN(CCC)CCSc1nc(O)c(C(C)C)c(=O)[nH]1 | -12 | 0
O=S(=O)(Nc1nccs1)c1ccc2c(c1)OCCO2 | -2 | 6
Cc1onc(-c2ccccc2)c1C(=O)NCC1CCCO1 (configuration not stated) | 0 | 0
Cc1ccc2[nH]c3c(c2c1)CCCC3C(N)=O (configuration not stated) | 2 | 6
Cc1cccn2c(N)c(-c3ccccc3)nc12 | 4 | 17
CCOC(=O)C(NC(=O)c1ccc(OC)cc1)(Nc1cc(C)on1)C(F)(F)F (configuration not stated) | 0 | 9
Cc1ccc2cc(CN(CC3CCCO3)S(=O)(=O)c3c(C)ccc4nsnc34)c(=O)[nH]c2c1 (configuration not stated) | 5 | 9
Cc1ccc(-c2nnn(CC(=O)NCCc3ccc4c(c3)OCO4)n2)o1 | 5 | 8
O=C(COc1ccc(S(=O)(=O)N2CCCCC2)cc1)N1CCCCCC1 | 5 | -17
CC(C)n1c(NCc2cccs2)nc2ccccc21 | 1 | 8
CCCc1[nH]nc2c1C(c1ccccc1OC)C(C#N)=C(N)O2 (configuration not stated) | -1 | 11
CCc1c(C(=O)O)[nH]c2ccc(Br)cc12 | 1 | 2
Nc1ccc(S(=O)(=O)Nc2ccccn2)cc1 | 0 | 1
O=C(OCCN1CCCCC1)c1ccccc1Cl | 1 | 14

Screening data: PubChem, Sanford-Burnham Center for Chemical Genomics

Only part of the results is shown (hit frequency here may not be typical).
